HEK293 NOD2/NF-kB: inhibition of NOD2-driven NF-kB reporter – cell-based, luminescence, uHTS, HEK293 (AID 1566) | HEK293 NOD2/NF-kB luciferase reporter, luminescence; higher % means a stronger effect | inhibition, % at 4 µM, or EC50 in µM where a hit was titrated | 0.63% of 290,000 active; also: many of its hits are not listed in these tables
HIV peptide binding: inhibitors of HIV fusion peptide binding, primary screen, biochemical, uHTS, fluorescence dequenching (AID 1986). cell-free peptide binding, fluorescence dequenching, 30 min; higher % means a stronger effect. inhibition, % at 20 µM, or IC50 in µM where a hit was titrated. 0.3% of 290,000 active; in the data active = inhibition mostly above about 52%, no sharp cut-off; inactive = mostly below about 76%; also: some results filed as inactive read as strong as hits
KOR beta-arrestin-1: kappa opioid receptor activators – cell-based, luminescence, uHTS, primary screen (AID 1777); KOR beta-arrestin recruitment, luminescence; higher % means a stronger effect; one-dose activation, % at 10 µM; EC50 in µM for titrated hits; 0.02% of 280,000 active; in the data active = activation above about 50%, passing the limit was not always enough; also: a part of the inactive calls stands beside numbers as strong as those of hits
GPR35 arrestin U2OS: inhibition of zaprinast-stimulated GPR35 beta-arrestin translocation – imaging, U2OS, beta-arrestin-GFP, zaprinast agonist, primary screen (AID 2058). U2OS GPR35 beta-arrestin-GFP translocation imaging, zaprinast antagonism; higher % means a stronger effect. inhibition, % at 10 µM; hits with a dose series show IC50 in µM. 0.052% of 290,000 active;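 active = inhibition of at least 50% with at least 30 cells and total cytoplasm GFP at most 10,000,000; inconclusive = under 30 cells or total GFP of 10,000,000 plus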
NOD1 NF-kB reporter: NOD1 signaling inhibitors, primary screen, cell-based, luminescence, uHTS (AID 1578). one-dose inhibition, % at 4 µM; EC50 in µM for titrated hits. NOD1-driven NF-kB luciferase reporter cells, luminescence; higher % means a stronger effect. 1% of 290,000 active; in the data active = inhibition mostly above about 36%, no sharp cut-off; inactive = mostly below about 34%;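 also: HEK-293T reporter cells stimulated with the NOD1 agonist gamma-tri-DAP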
GPR55 activation: selective activators of receptor GPR55 – imaging, U2OS cells, beta-arrestin-GFP redistribution, primary screen (AID 1961) | U2OS GPR55 beta-arrestin-GFP redistribution imaging; higher % means a stronger effect | activation, % at 10 µM; hits with a dose series show EC50 in µM | 0.048% of 290,000 active;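 active = activation above 40% with more than 50 cells counted in the well; inconclusive = wells holding fewer than 50 cells, flagged as toxic or sparse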;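 also: U2OS osteosarcoma cells stably expressing GPR55 and beta-arrestin-GFP; plate controls were DMSO negative control for no effect and LPI positive control for full effect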
GPR55 LPI antagonism: GPR55 antagonists blocking LPI-driven arrestin recruitment, primary screen, imaging, U2OS, beta-arrestin-GFP, LPI agonist (AID 2013) | U2OS GPR55 beta-arrestin-GFP translocation imaging, LPI antagonism; higher % means a stronger effect | inhibition, % at 10 µM; hits with a dose series show IC50 in µM | 0.13% of 290,000 active;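 active = spots per cell inhibited over 60%, with over 100 cells counted and total cytoplasm intensity under 500,000; inconclusive = wells with under 100 cells, flagged as likely toxic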;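 also: U2OS cells stably carrying GPR55 and arrestin-GFP stimulated by 5 µM LPI near EC80; imaged beta-arrestin-GFP aggregate spots per cell after agonist stimulation; plate controls were LPI-stimulated DMSO wells for no effect and DMSO wells without LPI for full effect; some results filed as inactive read as strong as hits; confirmed hits need IC50 under 10 µM and bright autofluorescent wells are also inconclusive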
Myeloid diff 2: compounds promoting myeloid differentiation. ER-HoxA9 myeloid progenitors, lysozyme-GFP differentiation, flow cytometry. calls only at 10 µM. 1% of 360,000 active. AID 624256;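 active = normalized GFP-positive differentiation at or above the plate's own cutoff, the solvent-only control mean plus 3 SD; inconclusive = no clear call, values can overlap the other calls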;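 also: cells exposed to compound for four days before flow analysis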
KOR beta-arrestin-2: KOR antagonists, beta-arrestin recruitment, cell-based, luminescence, uHTS (AID 1778); 0.091% of 290,000 active; inhibition, % at 10 µM, or IC50 in µM where a hit was titrated; KOR beta-arrestin recruitment, luminescence, antagonist mode; higher % means a stronger effect; also: strong numbers were not always called active
Myeloid diff 2 GFP+ MAC1+ %: recorded beside Myeloid diff 2, whose call it bears; GFP+ MAC1+ double positive, %; measured here: differentiation confirmed by MAC1 staining
* = called active by the depositor; i = inactive; ? = inconclusive; · = not tested or not shown; [ ] = dose if it differs, or a comment. Rule as the data show it, unless noted: active = inhibition above about 50%; inactive = the rest. A portion of the library (hit frequency here may not be typical).

SMILES	HEK293 NOD2/NF-kB	HIV peptide binding	KOR beta-arrestin-1	GPR35 arrestin U2OS	NOD1 NF-kB reporter	GPR55 activation	GPR55 LPI antagonism	Myeloid diff 2	Myeloid diff 2 GFP+ MAC1+ %	KOR beta-arrestin-2
CCOc1ccccc1N(CC(=O)NCc1ccc(OC)cc1)S(C)(=O)=O	-11%	-1.7%	0.1%	-8%	-24%	0.0%	8%	i	12	4%
COc1ccccc1NC(=O)c1cc(C(=O)Nc2ccccc2OC)cc([N+](=O)[O-])c1	4%	0.5%	-3.4%	2%	-6%	-0.1%	-2%	i	0.5	-87%
Cc1nn(CC(=O)NCc2ccccn2)c(C)c1[N+](=O)[O-]	-12%	-2.1%	0.9%	3%	23%	-0.3%	-3%	i	0.4	3%
O=CNc1ccc(S(=O)(=O)NCc2ccccc2)cc1	11%	-0.7%	5.8%	24%	-11%	-0.1%	9%	i	6.7	1%
CC(C)C(O)(C#CCN1CCCCC1)C(C)C	6%	-0.5%	-4.2%	30%	4%	1.2%	3%	i	0.3	-27%
O=C(N/N=C\c1cc2c(cc1Cl)OCO2)c1cccs1	-21%	-0.7%	-0.4%	-3%	-43%	-0.1%	-5%	i	0.8	7%
CCCn1c(SCC(=O)OCc2ccccc2)nc2c1c(=O)n(C)c(=O)n2C	-8%	5.6%	-5.5%	0%	-29%	-0.1%	4%	i	1.1	-6%
O=S(=O)(c1ccc2c(c1)nc1n2CCC1)N1CCOCC1	18%	0.1%	1.9%	19%	-5%	0.2%	-4%	i	1.7	-52%
COc1ccc(CNc2nc(NCc3ccc(OC)cc3)c3[nH]cnc3n2)cc1	-6%	-1.6%	3.1%	-5%	-8%	0.6%	-7%	i	1.0	25%
Cc1onc(-c2ccccc2)c1CNS(=O)(=O)c1cccc(Cl)c1	11%	-2.6%	7.8%	-4%	12%	-0.1%	7%	i	0.8	27%
COc1ccc(CNC(=O)c2cc3c(=O)[nH]c4ccccc4c3n2C)cc1	19%	-1.3%	0.9%	-3%	-32%	-0.3%	-3%	i	0.8	6%
CC(=O)C1C(c2cn(-c3ccccc3)nc2-c2cccs2)NC(=O)NC1(O)C(F)(F)F (stereo unspecified)	2%	1.7%	-0.8%	4%	6%	0.2%	8%	i	0.2	15%
CC(=O)c1ccc(O)c(CO)c1	2%	-1.6%	-2.2%	-4%	0%	0.0%	-6%	i	0.8	26%
CCn1c(SCC(=O)N/N=C/c2ccccc2OCC(=O)O)nnc1-c1ccccc1	4%	1.0%	0.7%	3%	-8%	-0.1%	11%	·	·	-17%
CCOC(=O)C1(Cc2cccc(Cl)c2)CCCN(C(=O)c2occc2C)C1 (stereo unspecified)	-19%	2.1%	2.7%	9%	-20%	0.2%	10%	i	5.7	16%
COc1ccccc1CNC(=O)Cn1c(=O)c2cccn2c2cccnc21	7%	-0.2%	3.5%	-11%	-3%	0.3%	2%	?	·	-17%
CC1CCN(c2c(NCC3CCC(C(=O)NCCC4=CCCCC4)CC3)c(=O)c2=O)CC1 (stereo unspecified)	-16%	-1.5%	2.1%	22%	2%	-0.1%	4%	i	0.2	27%
CCOC(=O)c1c(NC(=O)Cc2ccccc2)sc2c1CC(C)(C)NC2(C)C	2%	1.0%	-2.6%	-5%	-26%	0.3%	9%	?	·	-43%[20 µM]
Cc1cc(C)c2nc(N(CCN(C)C)C(=O)/C=C/c3cccs3)sc2c1	12%	0.6%	3.4%	16%	-15%	-0.2%	0%	?	·	-29%
O=C(CSc1cccc[n+]1[O-])C12CC3CC(CC(C3)C1)C2	9%	-1.2%	-4.3%	8%	0%	0.3%	10%	i	0.3	13%
CCS(=O)(=O)N1CCC(C(=O)c2ccc(Cl)cc2)CC1	-2%	0.7%	6.1%	-3%	-10%	-0.4%	-6%	i	0.8	-14%
O=C(Nc1cccc(C(=O)N2CCCCC2)c1)c1ccccc1Br	20%	-1.4%	-2.0%	-19%	-5%	-0.2%	-3%	i	0.3	16%
COc1cc(OC)c(C#N)c(S(=O)(=O)Cc2ccccc2)c1	10%	-0.9%	2.0%	-1%	-1%	-0.1%	-14%	i	0.6	-15%
Cc1ccccc1CN1C[C@@H]2C[C@@H](c3cn(C)nc3-c3ccccc3)N3CCC[C@@]23C1=O	5%	2.8%	-2.7%	8%	8%	1.0%	2%	i	0.3	9%
CC1=C(C(=O)OCCOC(C)C)C(c2cccnc2)C2=C(CCCC2=O)N1 (stereo unspecified)	11%	12%	-3.1%	5%	-5%	-0.1%	-3%	i	0.7	18%

A draw from above in order of SMILES length, ascending.
SMILES	HEK293 NOD2/NF-kB	HIV peptide binding	KOR beta-arrestin-1	GPR35 arrestin U2OS	NOD1 NF-kB reporter	GPR55 activation	GPR55 LPI antagonism	Myeloid diff 2	Myeloid diff 2 GFP+ MAC1+ %	KOR beta-arrestin-2
O=S(=O)(c1ccc2c(c1)nc1n2CCC1)N1CCOCC1	18%	0.1%	1.9%	19%	-5%	0.2%	-4%	i	1.7	-52%
Cc1nn(CC(=O)NCc2ccccn2)c(C)c1[N+](=O)[O-]	-12%	-2.1%	0.9%	3%	23%	-0.3%	-3%	i	0.4	3%
COc1ccc(CNC(=O)c2cc3c(=O)[nH]c4ccccc4c3n2C)cc1	19%	-1.3%	0.9%	-3%	-32%	-0.3%	-3%	i	0.8	6%

Going on with the list.
SMILES	HEK293 NOD2/NF-kB	HIV peptide binding	KOR beta-arrestin-1	GPR35 arrestin U2OS	NOD1 NF-kB reporter	GPR55 activation	GPR55 LPI antagonism	Myeloid diff 2	Myeloid diff 2 GFP+ MAC1+ %	KOR beta-arrestin-2
CCCOc1cccc(C2C(C(=O)c3ccco3)=C(O)C(=O)N2c2nnc(C)s2)c1 (stereo unspecified)	18%	100%	-1.8%	-2%	-8%	?	7%	·	·	-3%
COc1cc(/C=C2\SC(N3CCC(C)CC3)=NC2=O)ccc1O	·	-2.2%	0.5%	-8%	·	-0.1%	1%	i	0.4	12%
COc1ccc(C(CC(=O)Nc2ccc(C)cn2)N2Cc3ccccc3C2=O)cc1 (stereo unspecified)	4%	1.6%	-4.0%	-1%	-8%	0.0%	0%	i	0.6	-5%
Cn1c(=O)[nH]c(=O)c2c1nc(N1CCOCC1)n2CCc1ccccc1	15%	1.0%	-4.7%	-6%	-13%	0.3%	-3%	i	0.2	5%[20 µM]
Cc1cc2oc(=O)cc(CN3CCc4ccccc43)c2cc1Cl	-37%	-1.6%	2.8%	-2%	-35%	0.3%	-3%	i	1.1	-81%
Cc1ccc2oc(=O)n(Cc3ccccc3)c2c1	-6%	-0.4%	1.1%	2%	-38%	0.2%	1%	i	0.2	-14%
COc1ccc(-c2nnc(SC)n2C)cc1	0%	-1.1%	-1.4%	25%	8%	0.0%	13%	i	7.2	-4%
Cc1nnc(SCC(=O)NCc2ccc3c(c2)OCO3)[nH]c1=O	7%	2.9%	-4.1%	11%	-11%	0.2%	-1%	i	6.6	-3%
Nc1nonc1-n1nnc(C(=O)N/N=C/c2cccnc2)c1-c1cccs1	10%	1.1%	1.5%	5%	-26%	-0.1%	4%	i	0.6	15%
Cc1ccccc1CN1CCC(n2nccc2NC(=O)CCCc2ccccc2)CC1	3%	-0.3%	2.3%	-1%	-33%	-0.2%	-4%	i	3.2	-16%
COc1cccc(OCc2ccc(C(=O)NCC3CCCO3)cc2)c1 (stereo unspecified)	-2%	5.1%	-1.8%	-8%	-26%	1.3%	16%	i	0.8	-19%
CCCN1CCC(=O)N(CCN=[N+]=[N-])CC1	1%	1.0%	0.1%	-20%	-24%	-0.3%	-2%	i	1.3	-21%[20 µM]
CC1(C)CC(=O)C(/C=N/n2c(C(F)(F)F)nc3ccccc3c2=O)=C(O)C1	12%	6.8%	2.3%	3%	-13%	-0.1%	-8%	i	2.0	1%
Cc1nc(NC(=O)COc2ccccc2)sc1C(=O)Nc1cccc(Cl)c1	-30%	-3.7%	0.7%	-9%	-74%	0.1%	5%	i	2.9	32%
S=C1NC2=C(CCCC2=C2SCCCS2)C(c2ccccc2)N1 (stereo unspecified)	1%	1.0%	-3.1%	-16%	-16%	0.2%	-7%	i	0.7	9%
Cn1cc(Cl)c(C(=O)N(Cc2ccccc2)c2ccccn2)n1	-1%	-0.1%	0.6%	-6%	0%	-0.1%	3%	i	2.3	-28%
Cc1c(O)ccc2c3c(c(=O)oc12)CCC(C)C3 (stereo unspecified)	4%	0.3%	1.2%	-13%	-28%	-0.4%	-16%	i	0.5	-12%
COc1ccccc1OCc1ccc(C(=O)Nc2ccc(Cl)cn2)o1	-26%	3.2%	·	14%	4%	0.2%	5%	i	0.2	-116%[20 µM]
COCc1cc(C)nc(SCc2ccc(Cl)cc2)c1C#N	6%	2.1%	-3.9%	4%	-4%	0.9%	3%	i	0.2	19%
Cc1ccc2c(c1C)NC(C)CC2C (stereo unspecified)	-17%	7.4%	10%	-4%	·	-0.1%	6%	i	0.8	2%
COc1ccc(-c2nc(CN3CCN(C(=O)c4ccco4)CC3)c(C)o2)cc1OC	14%	-0.1%	-1.5%	8%	9%	-0.2%	-7%	i	6.1	-31%
O=C(NC12CC3CC(CC(C3)C1)C2)c1ccc([N+](=O)[O-])cc1	12%	-1.0%	-7.8%	3%	-5%	-0.1%	-1%	i	0.1	-20%[20 µM]
Cc1cccc(S(=O)(=O)NNC(=O)Cc2cccn2C)c1	27%	-0.3%	-6.4%	0%	-22%	-0.3%	14%	i	0.5	2%
Oc1ccc(/C=N/NC(=S)Nc2cccnc2)c(O)c1O	-5%	34%	5.1%	-38%	-6%	0.0%	6%	i	0.1	-26%
O=C(N/C(=C/C=C/c1ccccc1)C(=O)N1CCOCC1)c1ccccc1Cl	8%	-0.4%	-1.5%	5%	-46%	0.1%	-1%	i	0.3	-24%
Cc1nc2ccc(S(=O)(=O)Nc3cccc(-c4nc5cccnc5s4)c3)cc2s1	19%	0.4%	4.3%	0%	61%	-0.2%	-10%	i	5.7	-12%
O=C(NCc1cccs1)C1CCN(S(=O)(=O)c2ccc3c(c2)OCCO3)CC1	8%	-2.1%	-3.2%	5%	10%	-0.2%	-6%	i	7.0	32%

Screening data deposited in PubChem BioAssay by several laboratories.
